S3 lipid droplet = qHTS Assay for Lipid Storage Modulators in Drosophila S3 Cells | AID 2685, 2010 | actives 0.64% (n = 320,000) | lipid storage change, negative = inhibition, % at the top dose, mostly 46.1 µM; hits show Potency in µM | Drosophila S3 cells, BODIPY lipid droplet fluorescence, 18-24 h; cells fed with added oleic acid; active = well fitted inhibition curve with a large enough effect in the signal ratio, with a control signal flat, not every such curve was filed as active; inconclusive = small, poorly fitted or top-dose-only effect, or effect the other way, or a change in a side signal; the % refers to the signal ratio
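Drosophila S3 cells got compounds at several concentrations plus oleic acid (400 uM solution). Laser-scanning cytometry with 488 nm excitation read lipid droplets at 500-530 nm and cells at 575-640 nm. Percent activity was relative to 20 uM Triacsin C.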
S3 lipid droplet cell count max = second read-out of S3 lipid droplet, no call of its own (marks repeat the call); cell number change, %; measured here: cell count max response;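 cells counted by Cell Tracker Red CMTPX staining in the red channel; peak over a dose series mostly up to 46.1 µM; percent activity relative to internal control wells on each plate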
* hit, by the source's call; i = inactive; ? = inconclusive; . = no result given. % is set by controls: 0 for no effect and ±100 for the full control effect; potency is the fitted concentration of half-maximal effect. This is a subset; the hit share may differ from the screen's.

SMILES	S3 lipid droplet	S3 lipid droplet cell count max
CC(C(=O)Nc1ccc(OCc2ccccc2)cc1)N1CCCC1 (stereo not drawn)	?	.
Cc1cc(C)cc(C(=O)NN2CCOCC2)c1	2%	18
COC(=O)c1c(Cl)c2n3ccccc3c(C)c(-c3ccccc3)c-2c1C(=O)OC	-7%	2
CCOc1ccc(NC(=O)C(=O)NCC2CCCN2CC)cc1 (stereo not drawn)	5%	-1
O=C(Nc1ccncc1)Nc1ccc(F)cc1	i	.
CCn1c(SCC(=O)c2c(N)n(C3CC3)c(=O)[nH]c2=O)nc2cc(S(N)(=O)=O)ccc21	?	.
Cc1ccc(-c2nnc(Nc3ccccc3)o2)cc1	?	.
O=C(CN1C(=O)c2ccccc2S1(=O)=O)NC1CC2CCC1C2 (stereo not drawn)	?	.
COc1ccc(S(=O)(=O)Nc2ccc3c(c2)COC3=O)cc1OC	?	.
CN(C)C(=S)NCc1ccccc1	?	.
CC(=O)N(Cc1ccccc1)Cc1cn(CCC#N)nc1-c1cccc([N+](=O)[O-])c1	6%	13
Cc1ccc(OCC(=O)c2cc(C)n(Cc3cccs3)c2C)c([N+](=O)[O-])n1	-11%	1
Cc1cc(N2CC(C(=O)NCc3cccs3)CC2=O)ccc1C(C)C (stereo not drawn)	i	22
COc1ccc(C(C(=O)NC2CCCC2)N(C(=O)Cc2cccs2)C2CC2)cc1OC (stereo not drawn)	?	.
CCOC(=O)CNC(=O)c1cnc(Nc2ccccc2OC)c2ccccc12	?	.
Cc1ccccc1C(=O)Nc1nc2c(C)csc2c(=O)s1	?	.
OCC(Cc1ccccc1)NCc1ccccc1C(F)(F)F (stereo not drawn)	?	.
O=C(COc1ccc(-c2ccccc2)cc1)NN=C1CCCC1	?	.
CCOC(=O)C1=C(C)N(C)C(C)=C(C(=O)OCC)C1c1ccccc1	?	.
C[C@@H](NC(=O)c1[nH]cnc1C(=O)Nc1nccs1)c1ccccc1	?	.
CC(C)N(CCNC(=O)C1CCCN(c2ncnc3c2nc2n3CCCCC2)C1)Cc1ccccc1 (stereo not drawn)	?	.
Cc1nc2ccccc2c(=O)n1-c1cccc(NS(=O)(=O)c2ccccc2)c1	?	.
COc1nc(OC)nc(N2CCC(C(=O)NCc3cccs3)CC2)n1	i	-19
O=C(OCc1nc2ccccc2s1)c1ccc(Br)o1	?	.
CCOC(=O)c1ccc(C(=O)OCC)c(NC(=S)Nc2ccc([N+](=O)[O-])cc2OC)c1	-21%	-18
Next results follow:
SMILES	S3 lipid droplet	S3 lipid droplet cell count max
O=C(CSc1nc2ccccc2c(=O)n1Cc1ccc(F)cc1)NCc1cccs1	?	.
C=C(C)C(=O)Nc1ccc2c(c1)OCCOCCOCCO2	-4%	10
CC(C)OC(=O)CSc1nnc(-c2ccc(Cl)cc2Cl)o1	-110%	19
Cc1ccc(S(=O)(=O)N[C@H](C(=O)N2CCC(C(=O)N[C@H](C(=O)O)c3ccccc3)CC2)C(C)C)cc1	?	.
CCOc1cc(C2NC(=O)NC(c3ccccc3)=C2C(C)=O)ccc1OCC(N)=O (stereo not drawn)	4%	3
O=C(N/N=C/c1ccccc1)c1ccc(NC(=O)c2ccc(F)cc2)cc1	i	9
CN(C)C=NC(=O)c1cc(C(=O)c2ccc(C(C)(C)C)cc2)c[nH]1	?	.
COC1c2ccccc2C(=O)N1Cc1ccc(F)cc1 (stereo not drawn)	?	.
COc1ccc(S(=O)(=O)N2CCOCC2)cc1NC(=O)CO/N=C/c1ccccc1OC(F)F	18%	8
O=[N+]([O-])c1ccc(OCc2cn([C@@H](CO)c3ccccc3)nn2)c(Br)c1	?	.
CC(=O)c1sc(Nc2nc3ccc(F)cc3s2)nc1C	i	-18
C#CCN1C(=O)S/C(=C\c2ccc(-c3ccc(C(=O)O)cc3C)o2)C1=O	13%	.
CCCN(CC(=O)Nc1ccc(F)c(F)c1F)C(=O)c1ccc(N2CCCC2=O)cc1	?	.
Cc1ccc(-c2noc(CCC(=O)NCc3ccco3)n2)cc1	i	24
CO[C@H]1O[C@H](C)[C@@H](O)C[C@H]1NC(=O)OCc1ccccc1	?	.
Cc1cccc(NC(=O)Nc2ccc3c(c2)N(C)C(=O)CS3)n1	?	.
CCCCNC(=O)CCC(=O)Nc1ncc(-c2ccc(C)cc2)n1C	12%	-12
O=C(CSc1ccc2nnc(-c3ccc(Cl)cc3)n2n1)N1CCc2ccccc21	i	.
NC(N)=N/N=C/c1cc([N+](=O)[O-])ccc1O	-1%	-3
CC1CN(C(=O)c2ccc(Br)c(S(=O)(=O)N3CCOCC3)c2)CC(C)O1 (stereo not drawn)	5%	10
O=C(NCc1ccco1)c1csc2c1CCCC2	?	.
COCC(C)N1CCC(Oc2cccc(C(=O)NCCc3ccccc3)c2)CC1 (stereo not drawn)	?	.
C/C(=N/NC(=O)c1cc(-c2cccc([N+](=O)[O-])c2)n[nH]1)c1ccc(Cl)cc1	22%	2
CCCCc1ccc(NC(=O)CSc2nc(=O)n(CCN(CC)CC)c3c2CCC3)cc1	?	.
COc1cccc(N/C(C)=C/C(=O)c2ccc(Br)cc2)c1	?	.

Sorted by the number under S3 lipid droplet (ascending): some entries from above
SMILES	S3 lipid droplet	S3 lipid droplet cell count max
C=C(C)C(=O)Nc1ccc2c(c1)OCCOCCOCCO2	-4%	10
CCOc1cc(C2NC(=O)NC(c3ccccc3)=C2C(C)=O)ccc1OCC(N)=O (stereo not drawn)	4%	3
CC1CN(C(=O)c2ccc(Br)c(S(=O)(=O)N3CCOCC3)c2)CC(C)O1 (stereo not drawn)	5%	10

Further structures follow:
SMILES	S3 lipid droplet	S3 lipid droplet cell count max
COc1ccc(-c2nn3c(-c4ccc(F)cc4)nnc3s2)cc1	?	.
COc1ccc(CN(C)CC2CCCN(CCc3ccc(F)cc3)C2)c(OC)c1OC (stereo not drawn)	7%	-13
Cn1c(=O)c2c(nc(Oc3ccc(-c4ccccc4)cc3)n2C)n(C)c1=O	?	.
CN(C(=O)COC(=O)c1ccc2ccccc2n1)C1CCS(=O)(=O)C1 (stereo not drawn)	?	.
COc1ccccc1NC(=O)c1ccccc1S(=O)(=O)c1ccccc1[N+](=O)[O-]	?	.
COc1ccc2cc(C(=O)C3CCCN(C(=O)Cc4c(C)noc4C)C3)ccc2c1 (stereo not drawn)	?	.
COC(=O)Cc1c(C)c2ccc(OCC(=O)NC3CCS(=O)(=O)C3)cc2oc1=O (stereo not drawn)	i	8
CCc1[nH]nc(C(=O)NC2CCCc3c2cnn3-c2cc(C)cc(C)c2)c1C (stereo not drawn)	?	.
COc1ccc(OCCC(=O)OCC(=O)c2ccc[nH]2)cc1	6%	4
CC(C)(C)c1cc(CN2CCCCC2)cc(C(C)(C)C)c1O	?	.
N#CCCn1c(SCC(=O)NCc2ccco2)nc2ccccc21	?	.
CCOC(=O)c1[nH]c(=O)[nH]c1CN(Cc1ccco1)Cc1[nH]c(=O)[nH]c1C(=O)OCC	7%	14
CC(NC(=O)c1ccco1)C(=O)Nc1nc(-c2ccccn2)cs1 (stereo not drawn)	25%	-9
CC1CCCCC1NC(=O)/C=C/c1nc2ccccc2s1 (stereo not drawn)	?	.
CCOC(=O)c1cnc2c(C)cccc2c1NCCCN1CCOCC1	9%	14
O=C(Nc1cccn2ncnc12)c1ccccc1	?	.
Cc1c(Nc2nc(-c3cccc([N+](=O)[O-])c3)cs2)c(=O)n(-c2ccccc2)n1C	?	.
COc1ccc(-c2cc(C)no2)cc1S(=O)(=O)N1CCN(c2ccccn2)CC1	?	.
C=CCn1c(CNC(=O)c2ccccc2F)nnc1SCc1nc2ccccc2c(=O)[nH]1	?	.
COc1ccc(OCC(=O)Nc2c(C(=O)N3CCC(N4CCCCC4)CC3)oc3ccccc23)cc1	?	.
Cc1sc2c(c1C)c(=O)n(-c1ccc(Cl)cc1)c(=O)n2Cc1cc(=O)n2ccccc2n1	1%	12
NS(=O)(=O)c1ccc(NC(=S)NC(=O)c2ccc(-c3ccccc3)cc2)cc1	?	.
COc1cccc(CNCc2ccc(SC)cc2)c1OC	9%	-6
COc1ccc(Nc2nc(C)nc3c2oc2ccccc23)cc1	-5%	8
Cc1[nH]c(=O)[nH]c(=O)c1S(=O)(=O)NCC12CC3CC(CC(C3)C1)C2	-12%	2

Four entries from above, with the structure last.
S3 lipid droplet | S3 lipid droplet cell count max | Structure
? | . | O=C(Nc1cccn2ncnc12)c1ccccc1
? | . | Cc1c(Nc2nc(-c3cccc([N+](=O)[O-])c3)cs2)c(=O)n(-c2ccccc2)n1C
? | . | COc1ccc(-c2cc(C)no2)cc1S(=O)(=O)N1CCN(c2ccccn2)CC1
? | . | C=CCn1c(CNC(=O)c2ccccc2F)nnc1SCc1nc2ccccc2c(=O)[nH]1

(further entries)
SMILES	S3 lipid droplet	S3 lipid droplet cell count max
COc1cccc(-c2cc(C(=O)N3CCCCC3C)no2)c1 (stereo not drawn)	-6%	-13
COc1cc(C(=O)N/N=C/c2cc([N+](=O)[O-])cs2)cc(OC)c1OC	2%	.
COc1ccc(CNC(=O)C(=O)NCC2OCCN2S(=O)(=O)c2ccc(OC)c(OC)c2)cc1 (stereo not drawn)	?	.
Cc1cccc(N(C)C(=O)CCS(=O)(=O)c2cccc3nonc23)c1	?	.
COc1ccc(NC(=O)N2CCCC2C(=O)NC2CCCC2)cc1 (stereo not drawn)	?	.
CCOc1ccc(C(=O)NCCN2CCCCC2)c(OCC)c1	i	-16
COC(=O)CSc1nnc(CNS(=O)(=O)c2ccc(Br)cc2)n1C	?	.
COc1ccc(CNC(=O)c2ccc(C(C)C)cc2)cc1	-10%	-18
Cc1ccc(S(=O)(=O)N2CCCCC2)cc1NC(=O)c1ccncc1	?	.
COc1ccc(NC(=O)CSc2nnc(Cn3cnc4ccccc43)n2C)cc1	1%	-2
CCOC(=O)C1=C(O)C(=O)N(c2ccc(S(N)(=O)=O)cc2)C1c1ccc(OC)cc1 (stereo not drawn)	9%	6
CC(C)c1ccc(OCC(=O)N(Cc2ccco2)C2CCS(=O)(=O)C2)cc1 (stereo not drawn)	i	20
CC1(C)Cc2c(sc3ncnc(NN)c23)CO1	i	29
CC1Cc2ccccc2N1C(=O)COC(=O)c1cccc(Br)c1 (stereo not drawn)	?	.
CCOc1cc(N2CCOCC2)c(OCC)cc1NC(=O)COC(=O)c1cc2ccccc2cc1O	?	.
NC(=O)c1ccc(NC(=O)Cc2csc(-c3ccccc3)n2)cc1	?	.
COC(=O)c1ccc(C(NC(=O)OCc2ccccc2)/C(C)=C/[C@@H](C)C(=O)NCc2ccc(OC)c(OC)c2)cc1 (stereo partly drawn)	19%	4
Cc1ccc(CN(C)CC(=O)Nc2ccc3c(c2)CCC3)cc1	?	.
Cc1nc(N)nc(Cl)c1Cc1ccc(Cl)cc1	?	.
CC(C(=O)N1CCCC1)c1ccc([N+](=O)[O-])cc1 (stereo not drawn)	?	.
COc1ccc(S(=O)(=O)Nc2ccccc2OC)cc1NC(=O)Cc1cccs1	?	.
COc1cc(SC)ccc1C(=O)N1CCN(c2ccccc2)CC1	6%	16
CCOc1ccc(-n2c(Cc3cc(=O)[nH]c(=O)[nH]3)nnc2SCC)cc1	8%	5
CCCCC1(C(=O)OCC)CC(CSC(=N)N)OC1=O (stereo not drawn)	?	.
CCCCN(CCCC)S(=O)(=O)c1ccc(OC)c2ncccc12	?	.

Whole records as entered above:
CCOc1cc(N2CCOCC2)c(OCC)cc1NC(=O)COC(=O)c1cc2ccccc2cc1O in the list: S3 lipid droplet: ?; S3 lipid droplet cell count max: .
CCCCN(CCCC)S(=O)(=O)c1ccc(OC)c2ncccc12 in the list: S3 lipid droplet: ?; S3 lipid droplet cell count max: .

New compounds follow
SMILES	S3 lipid droplet	S3 lipid droplet cell count max
Cc1cc2c(n1-c1ccc(Br)cc1)CC(C)(C)CC2=O	?	.
N#CC1=C(Nc2ccccc2)SC=C(c2ccc(Cl)c(Cl)c2)N=C1N1CCOCC1	6%	-15
O=C(NCc1cc(C(F)(F)F)cc(C(F)(F)F)c1)C1CC(c2c(Cl)cccc2Cl)=NO1 (stereo not drawn)	?	.
O=C(CSc1nc2ccccc2c(=O)[nH]1)Nc1ccc(Br)cc1	?	.
O=C(N/N=C1\CCSc2ccc(F)cc21)c1cccnc1	?	.
C#CCOc1ccccc1CNC1CCN(Cc2ccccc2)CC1	0%	18
O=C(Nc1ccccn1)NC12CC3CC(CC(C3)C1)C2	?	.
CCOC(=O)c1c(C)nc2c(c1-c1cc(OC)c(OC)c(OC)c1)C(=O)c1ccccc1-2	?	.
CCOc1ccc(N=C2NC(=O)S/C2=C\c2ccc(N(C)C)cc2)cc1	?	.
c1ccc(-c2noc(-c3cccc4ccccc34)n2)nc1	?	.
Cn1c(N)c(C(=O)COC(=O)CN2C(=O)c3ccccc3C2=O)c(=O)n(C)c1=O	9%	14
CC(C)CN(C(=O)CN1CCOCC1)c1c(N)n(CC(C)C)c(=O)[nH]c1=O	11%	-2
O=C(NCC(c1cccs1)N1CCOCC1)c1ccc(Cl)cc1 (stereo not drawn)	?	.
C=CCNCCOc1ccccc1-c1ccccc1	?	.
O=C(O)CSc1nnc(CNc2cccc(C(F)(F)F)c2)n1Cc1ccco1	?	.
O=C(/C=C/c1ccccc1)NC(=S)Nc1ccccc1O	?	.
